Source: PubChem BioAssay (several laboratories)
PRMT1 inh = PRMT1 methyltransferase inhibitors, primary screen, biochemical, fluorescence polarization | AID 652257, 2013 | inhibition, % at 2.79 µM | hit rate 1.3% among 370,000 | recombinant PRMT1, activity-based probe fluorescence polarization;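 active means inhibition above about 21% made by adding two undisclosed values, limit read from the data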
Target sequence (Q99873 whole entry, looked up): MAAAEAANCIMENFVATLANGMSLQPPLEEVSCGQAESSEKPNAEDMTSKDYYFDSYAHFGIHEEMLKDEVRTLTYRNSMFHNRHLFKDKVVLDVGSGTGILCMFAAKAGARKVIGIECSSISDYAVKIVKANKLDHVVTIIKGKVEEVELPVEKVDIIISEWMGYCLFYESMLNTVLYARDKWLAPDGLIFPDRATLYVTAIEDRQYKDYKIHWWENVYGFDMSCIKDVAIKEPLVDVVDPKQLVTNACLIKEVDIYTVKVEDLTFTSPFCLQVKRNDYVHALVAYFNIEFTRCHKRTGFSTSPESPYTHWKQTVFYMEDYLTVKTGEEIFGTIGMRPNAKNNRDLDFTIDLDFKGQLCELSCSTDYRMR
mABHD4 FP = ABHD4 inhibitors, primary screen, biochemical, fluorescence polarization, mouse; inhibition, % at 8.92 µM; (Lyso)-N-acylphosphatidylethanolamine lipase (Mus musculus), Q8VD66; purified mABHD4, FP-Rh probe fluorescence polarization; hit rate 0.54% among 370,000;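 active means inhibition exceeding the mean over every tested compound plus 3 SD, cut at about 30% in these data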;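 further: 0% = plate median of compound wells and 100% = S159A mutant with DMSO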
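Test system: mABHD4 protein | Buffer or medium: HEPES pH 7.0 buffer, 150 mM NaCl, 0.01% Pluronic F-127 | Probe or stimulus: FP-Rh fluorescent activity-based probe, added after compound pre-incubation | Timing: Pre-incubation 45 min, probe exposure 60 min, at 25 °C | Technique: Fluorescence polarization, excitation 525 nm, emission 598 nm, BODIPY TMR filters | Repeats: Single well per compound (singlicate)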
PG9 binder = binders of HIV-1 gp120 antibody PG9, primary screen, biochemical, TR-FRET; TR-FRET gp120-PG9 antibody binding; inhibition, % at 6.7 µM; hit rate 0.43% among 360,000; HIV-1 gp120 / PG9 antibody interaction; in the data active means inhibition above about 8.5%
Rev-erbA mod = modulators of Rev-erb alpha DNA binding, primary screen, biochemical, FITC-DNA, fluorescence polarization, uHTS; Nuclear receptor subfamily 1 group D member 1 (Homo sapiens), P20393; Rev-erbα–FITC-DNA binding, 90 min; activity, % at 10 µM; hit rate 0.79% among 370,000;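 active means activity above about 14%, limit read from the data; passing the limit was not always enough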;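 further: 0% = DMSO wells with 35 nM protein and 100% = DMSO wells with 750 nM protein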
MBD2 inh = inhibitors of MBD2 binding to methylated DNA, primary screen, biochemical, TR-FRET, DNA-binding domain, human; MBD2 binding to methylated oligonucleotide; hit rate 0.31% among 370,000; inhibition, % at 4.4 µM; AID 686964, 2013; Methyl-CpG-binding domain protein 2 (Homo sapiens), Q9UBB5; in the data active means inhibition above about 13%
rCAG binder = binders of r(CAG) RNA repeats, primary screen, biochemical, fluorescence; r(CAG) RNA repeat, TO-PRO-1 dye displacement fluorescence; inhibition, % at 3 µM; hit rate 1.3% among 370,000; AID 651821, 2012;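 active means inhibition above the plate cutoff, the mean of all test compounds on that plate plus 3 SD, cut at about 35% in these data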;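 further: 0% = DMSO alone and 100% = 100 µM mitoxantrone as full dye displacement; higher means more dye released from RNA so lower well fluorescence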
TCR CD3 inh = inhibitors of human TCR-CD3 interaction, primary screen, biochemical, fluorescence, TAMRA-labeled TCR probe; AID 651800, 2012; hit rate 0.37% among 360,000; inhibition, % at 9.4 µM; in the data active means inhibition above about 19%;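 further: recombinant mutant TCR 2C K166C tagged with TAMRA read by polarization; 0% = receptor in buffer alone and 100% = receptor with positive control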
HTRA1 inhibitor = HTRA1 serine protease inhibitors, primary screen, biochemical, fluorescence polarization, HTS. inhibition, % at 5.96 µM. recombinant HTRA1, FP-rhodamine activity-based probe. hit rate 0.5% among 340,000. Q92743; in the data active means inhibition above about 36%;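 further: 0% = enzyme with DMSO and 100% = wells lacking enzyme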
Target sequence (Q92743 whole entry, looked up): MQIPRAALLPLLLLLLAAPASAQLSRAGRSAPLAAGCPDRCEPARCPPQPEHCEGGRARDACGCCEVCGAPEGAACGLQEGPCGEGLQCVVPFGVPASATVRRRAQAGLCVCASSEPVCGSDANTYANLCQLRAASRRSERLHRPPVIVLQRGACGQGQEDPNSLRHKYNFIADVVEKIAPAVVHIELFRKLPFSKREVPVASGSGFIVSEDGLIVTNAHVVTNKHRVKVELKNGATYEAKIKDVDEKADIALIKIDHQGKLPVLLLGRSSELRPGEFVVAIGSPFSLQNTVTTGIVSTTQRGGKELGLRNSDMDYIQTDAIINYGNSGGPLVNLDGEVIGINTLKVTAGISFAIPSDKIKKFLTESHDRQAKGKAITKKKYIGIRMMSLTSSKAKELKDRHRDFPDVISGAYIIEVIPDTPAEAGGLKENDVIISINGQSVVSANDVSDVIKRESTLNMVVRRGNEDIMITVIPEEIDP
LEDGF integ inh = blockers of LEDGF/p75-dependent integrase strand transfer – biochemical, TR-FRET, high throughput, primary screen; HIV-1 integrase (with human LEDGF/p75); TR-FRET IN-LEDGF/p75 DNA integration, Eu/Cy5; inhibition, % at 3.7 µM; hit rate 0.64% among 370,000; AID 743269, 2014;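 active means inhibition above the screen-wide mean plus 3 SD, cut at about 13% in these data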;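 further: signal is the Cy5 over europium emission ratio at 671 and 618 nm; 0% = plate median of compound wells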
UHRF1 binding = UHRF1 methylated DNA binding inhibitors, primary screen, counter-screen for MBD2 inhibitor project, biochemical, TR-FRET, human UHRF1, single concentration; UHRF1 binding to methylated oligo; inhibition, % at 4.4 µM; E3 ubiquitin-protein ligase UHRF1 (Homo sapiens), Q96T88; hit rate 0.75% among 370,000; in the data active means inhibition above about 21%;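 further: UHRF1 SRA domain binding a hemimethylated CpG hairpin DNA probe; 0% = median of test compound wells and 100% = reference inhibitor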
* = called active by the depositor; / = no result given.

SMILES	PRMT1 inh	mABHD4 FP	PG9 binder	Rev-erbA mod	MBD2 inh	rCAG binder	TCR CD3 inh	HTRA1 inhibitor	LEDGF integ inh	UHRF1 binding
CC(=O)c1ccc(OCCCC(=O)OCC(=O)N2CCN(S(=O)(=O)c3ccc(C)cc3C)CC2)cc1	-4	-6	0.0	-2	-7	0	5	-8	2	0
COc1ccc(-c2n[nH]c(C(F)(F)F)c2-c2cc3ccccc3o2)c(O)c1	3	-43	-1.8	2	-3	20	-2	-23	4	0
O=C(c1nc2ccccn2c1CN1CCC(Cc2ccccc2)CC1)N1CCCC1	-1	0	-1.5	-5	3	-7	1	4	1	-4
CCc1cc(Br)ccc1N1C(=O)C2CC=CCC2C1=O (configuration not stated)	0	-6	-1.4	1	4	0	0	2	-1	-1
COc1ccc(OC)c(NC(=O)CN(C)CCOc2ccc(Br)cc2)c1	6	-10	-1.2	0	5	-2	-12	-12	1	1
COc1ccc(C2=NCCn3nc4ccccc4c32)cc1	-2	4	0.3	-5	-5	-5	6	-8	-1	-3
CSCCC(NC(=O)c1ccccc1Cl)C(=O)NC1CCN(Cc2ccccc2)CC1 (configuration not stated)	0	6	-0.4	-6	-1	-8	-2	-2	0	1
COc1ccc(N(C(=O)Cc2cccs2)C(C(=O)NC2CCCCC2)c2cccn2C)cc1OC (configuration not stated)	-1	5	-2.0	2	-9	-8	-2	-7	-4	-4
COc1ccc(S(=O)(=O)NCC2CCC(C(=O)N3CCC4(CC3)OCCO4)CC2)cc1 (configuration not stated)	1	-3	1.2	-6	2	-12	-6	10	-2	7
COc1ccc(/C=C(/C#N)C(=O)NC2CCCCC2)cc1Br	0	2	-1.1	-2	1	-2	5	1	-4	-1
CCOC(=O)[C@]12CCCC=C1N(Cc1ccc(Cl)cc1Cl)C(=O)[C@H](CC(=O)NCCc1ccccc1OC)C2	0	-15	-0.9	-2	1	10	5	/	-2	0
COC(=O)[C@@H]1[C@H](O[Si](C)(C)C(C)(C)C)[C@H]2O[C@H]2C[C@H]1S(=O)(=O)c1ccccc1	10	4	/	-5	1	/	/	/	-4	2
O=S(=O)(Cc1ccccc1)/C1=C(\N2CCOCC2)CCCCCC1	-1	5	-0.7	5	7	0	2	1	-1	1
CNC(=O)CC(CC(=O)c1ccccc1)c1ccccc1 (configuration not stated)	-2	8	-0.7	-5	0	-3	-5	1	-1	1
O=S1(=O)N[C@@H](Cc2ccccc2)COc2cccc(NCCCN3CCOCC3)c21	-1	3	-1.0	-5	0	-1	0	/	4	9

The last two entries of the section before open the next one.
SMILES	PRMT1 inh	mABHD4 FP	PG9 binder	Rev-erbA mod	MBD2 inh	rCAG binder	TCR CD3 inh	HTRA1 inhibitor	LEDGF integ inh	UHRF1 binding
CNC(=O)CC(CC(=O)c1ccccc1)c1ccccc1 (configuration not stated)	-2	8	-0.7	-5	0	-3	-5	1	-1	1
O=S1(=O)N[C@@H](Cc2ccccc2)COc2cccc(NCCCN3CCOCC3)c21	-1	3	-1.0	-5	0	-1	0	/	4	9
Cc1onc(-c2ccccc2)c1C(=O)N=C(N)c1ccc(Cl)cc1	5	4	-0.5	-2	8	0	-1	-6	-1	0
Nc1nnc(SCCN2C(=O)c3ccccc3C2=O)s1	1	1	0.5	1	5	-1	-3	-2	-4	2
CCCOc1cccc(C2/C(=C(/O)c3ccccc3)C(=O)C(=O)N2CCN(C)C)c1 (configuration not stated)	-3	-2	-1.3	-4	0	2	8	3	0	-1
CN1CCN(Cc2nc(N)nc(Nc3ccc4c(c3)OCCO4)n2)CC1	0	3	0.7	2	2	4	-2	5	-2	6
CCc1ccc(NC(=O)Cn2ncc3c4ccccc4n(C)c3c2=O)cc1	-6	-6	1.5	-2	5	5	4	-23	-1	-1
CC1(C(=O)NS(=O)(=O)c2ccccc2)CCN1C(=O)C1(c2ccc(Cl)cc2)CCC1 (configuration not stated)	5	1	-0.3	-5	2	27	-5	/	3	0
C[C@H]1CN([C@@H](C)CO)S(=O)(=O)c2ccc(Br)cc2O[C@H]1CN(C)C(=O)Cc1ccccc1	8	4	-0.3	0	4	-1	-3	-3	-1	1
O=C1CSC(c2cccc(F)c2)N1c1ccccc1 (configuration not stated)	-1	8	-0.4	8	-2	1	3	9	-2	0
C#CCC(NC(=O)c1ccc(C(F)(F)F)cc1)C(=O)NCCC (configuration not stated)	-3	0	-1.2	-1	-7	-1	8	2	-1	-3
COc1cccc(NC(=O)Nc2ccc(F)cc2)c1	1	-11	-1.8	-3	-4	4	2	-9	0	1
COc1ccc(NC(=O)CN(C)C(=O)c2ccc(C)s2)cc1	0	-2	-2.3	-2	-6	-1	2	2	-1	1
C/C(=N\NC(=O)c1cc(Br)ccc1O)c1ccccn1	5	14	1.0	0	-3	7	-7	23	-2	-1
CC(=O)c1cccc(NS(=O)(=O)c2ccc(C(=O)Nc3ccccc3)cc2)c1	-4	-4	-1.5	0	-1	15	3	-20	-1	-1
O=C(O)c1cccc(-n2nc(-c3ccc(Cl)c([N+](=O)[O-])c3)c3ccccc3c2=O)c1	-5	-3	0.5	2	-1	34	-2	-1	2	0
COCCNC(=O)C(c1ccc(Cl)cc1)N(C(=O)CCC(=O)Nc1ccccn1)C1CCCC1 (configuration not stated)	-2	5	-1.1	-3	-7	-6	-2	-3	-3	0
O=C(CSc1nnnn1-c1ccccc1)Nc1nc(-c2ccccc2)ns1	-1	-7	-0.3	-5	-3	6	7	-3	1	-1
CCc1ccc(NC(=O)CSc2nc3nc(C)cc(C)n3n2)cc1	-2	3	-1.9	-3	-3	-4	-5	1	2	-2
O=C1C2C3CC(C(Br)C3Br)C2C(=O)N1CC1CCCO1 (configuration not stated)	-3	-5	1.5	-2	1	-4	9	-2	-3	2
O=C1C(Cl)=C(N2CCN(Cc3ccccc3)CC2)C(=O)N1c1ccccc1	8	-2	-0.2	-6	-4	-3	8	5	1	1
COc1ccc(-n2ncc3c(N4CCN(c5cccc(C)c5C)CC4)ncnc32)cc1	-3	26	0.1	6	2	3	0	3	0	1
Cc1nn(C(C)C(=O)N2CCc3ccccc3C2)c(=O)c2cc3occc3n12 (configuration not stated)	-3	-3	-0.7	5	1	7	0	2	-2	-3
COc1ccc(S[C@]2(C(=O)N3CCN(C(C)=O)CC3)CC(=O)N(C(=O)c3ccccc3)[C@@H]2c2ccc(OC)cc2)cc1	83*	-3	/	0	1	11	/	/	-2	0
c1ccc(CN2CC[C@@H](Nc3nccn4ccnc34)C2)cc1	14	-1	-2.1	-3	0	0	-11	/	-2	2
CCOc1ccc(/C=N/NC(=O)CSc2n[nH]c(=O)[nH]c2=O)cc1OC	0	-12	0.6	-5	-6	0	5	1	-1	-1
CC(Cc1cccs1)NC(=O)CCCn1nnnc1CN1CCOCC1 (configuration not stated)	-3	5	1.0	3	-6	-1	2	-4	1	0
Cc1ccccc1NC(=O)N1CCC(C(=O)c2ccc(F)cc2)CC1	-2	-3	-0.1	-1	-4	-2	2	3	0	-3
O=C(Nc1ncccc1O)c1ccc2c(c1)OCO2	2	-3	-3.3	0	-3	1	-3	-1	-1	5
COc1ccc(CC(=O)OCC(=O)Nc2cccnc2Cl)cc1OC	-1	-1	0.3	0	-1	1	2	12	-3	-2
COc1ccccc1-c1coc2c(CN3CCN(C)CC3)c(O)ccc2c1=O	-2	-3	2.3	0	7	4	-9	1	1	17
N#Cc1ccc(C(=O)N2CCCCC2c2cc(C(=O)Nc3ccccc3Cl)no2)cc1 (configuration not stated)	2	-2	-0.5	2	-1	2	4	/	1	-1
COC(=O)c1ccc(S(=O)(=O)c2ccc(Cl)cc2)c(N)c1	1	0	0.1	6	0	1	-1	1	-1	5
COCCNC(=O)C(c1ccco1)N(C(=O)Cn1nnc2ccccc21)c1cc(C)ccc1C (configuration not stated)	-5	0	-1.3	-4	-1	-9	-2	3	3	-1
COC(=O)c1ccccc1S(=O)(=O)NC(=O)c1ccccc1	2	1	-1.4	1	3	4	-6	12	0	5
Cc1ccc(S(=O)(=O)N(C)CCCC(=O)n2nc(C)cc2C)cc1	1	4	0.6	-3	5	-7	-3	0	1	-1
Cc1ccc([C@@H]2[C@@H]3C(=O)N(c4ccccc4)C(=O)[C@@H]3[C@]3(C)C(=O)N(Cc4ccccn4)CC(=O)N23)o1	1	3	-0.9	0	0	-4	7	0	-2	0
O=C(c1ccc2n[nH]nc2c1)N1CCN(c2ccc(C(F)(F)F)cn2)CC1	-6	-4	-2.3	1	-5	6	6	10	1	-2
O=C(CSc1ccccc1)NC1CCCCCC1	1	4	-1.8	0	-1	-5	5	-3	-2	0
CN1CCN(C(=O)C2=C[C@@H](c3coc4ccccc4c3=O)C[C@@H](OCCCCO)O2)CC1	-3	0	-0.3	1	2	-2	-4	0	1	1
O=C(NCc1ccco1)c1sc2cc(Cl)ccc2c1Cl	6	-5	0.4	0	-1	5	13	-22	3	-4
O=C(Nc1ccc(Cl)c(S(=O)(=O)N2CCOCC2)c1)c1ccc(Cl)nc1	6	-19	0.0	-3	10	0	-5	0	-3	6
CC(C)CC(=O)c1c[nH]c(C(=O)NCCc2ccccn2)c1	-1	0	-1.2	-4	1	-5	4	-5	-3	0
COC(=O)c1ccc(C(=O)NC2CCCN(Cc3ccc(Cl)cc3)C2)nc1 (configuration not stated)	0	1	-1.7	2	0	-8	0	-8	-3	-4
COc1ccc(NC(=O)COC(=O)c2ccc(N3CCCC3=O)cc2)cc1	-2	-6	-1.4	3	-7	-4	4	-1	6	1
C1CCCC(N2CCNCC2)CC1	2	-4	-1.6	5	0	2	7	8	5	-1
COc1cccc(-c2c(NC(=O)c3ccco3)n(-c3ccc(C)cc3)nc(C)c2=O)c1	-1	3	-0.3	-3	1	2	-6	6	2	-1

As entered above.
Reading for O=C(c1ccc2n[nH]nc2c1)N1CCN(c2ccc(C(F)(F)F)cn2)CC1 in Rev-erbA mod: 1
Reading for C1CCCC(N2CCNCC2)CC1 in TCR CD3 inh: 7
Reading for O=C(NCc1ccco1)c1sc2cc(Cl)ccc2c1Cl in rCAG binder: 5

Additional entries.
SMILES	PRMT1 inh	mABHD4 FP	PG9 binder	Rev-erbA mod	MBD2 inh	rCAG binder	TCR CD3 inh	HTRA1 inhibitor	LEDGF integ inh	UHRF1 binding
CCOc1ccccc1NC(=O)NC1CC2CCCC(C1)N2Cc1nnnn1CCc1ccccc1 (configuration not stated)	-3	-3	2.8	1	-5	1	0	-15	4	-1
CCCCP(=O)(CCCC)c1ccccc1C(=O)O	4	-8	0.4	-5	11	9	0	-3	0	7
O=C(CCNc1cccc(Cl)c1)c1cccs1	8	-5	-0.6	-3	-7	1	-3	-2	7	-6
CC1CC(CN)CC(CO)C1 (configuration not stated)	-4	-3	-0.4	6	-3	-1	0	10	5	-1
COc1ccc(CN(C)CC(=O)Nc2ccc(Cl)cc2F)c(OC)c1	3	9	-1.6	2	5	-8	-1	/	-2	2

Some of the compounds tested (hit frequency here may not be typical).
